# From PubChem BioAssay
# LMPTP block: LMPTP (human) inhibition; P24666; recombinant LMPTP-A, OMFP fluorogenic substrate, fluorescence intensity; inhibition, % at 20 µM; 0.22% of 360,000 active; AID 651560;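 active = compounds that cut the enzyme signal by at least half of the control window in the single-dose screen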;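 also: plate controls were DMSO wells with enzyme plus substrate for no effect and substrate without enzyme for full effect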
#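 Assay system: LMPTP-A phosphatase enzyme | Input: 0.625 nM enzyme | Also added: Fluorogenic phosphatase substrate OMFP at 400 µM final | Compound dosing: One test concentration per compound, 20 µM, with 3% DMSO overall | Schedule: 50 min enzyme reaction at room temperature, protected from light | Signal: Fluorescence intensity | Benchmarks: no-enzyme and uninhibited controls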
# SUMO1 PPI mod: modulators of human SUMO1-mediated protein-protein interactions | inhibition, % at 20 µM | SUMO1 binding to a labelled peptide, TR-FRET, 1 h | P63165 | 0.33% of 360,000 active; in the data active = inhibition above about 37%
# Target sequence (P63165 whole entry, looked up): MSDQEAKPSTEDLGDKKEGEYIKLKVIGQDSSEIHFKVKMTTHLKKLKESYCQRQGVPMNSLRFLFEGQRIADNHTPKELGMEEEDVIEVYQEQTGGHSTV
# NadD block: inhibitors of Staphylococcus aureus NadD | inhibition, % at 20 µM | purified NadD enzyme, colorimetric absorbance read-out | 0.78% of 360,000 active; in the data active = inhibition above about 26%; also: some compounds past the cut are filed as inactive
# TbMetRS inhib: blocks T. brucei methionyl-tRNA synthetase activity; inhibition, % at 11.9 µM; 0.4% of 360,000 active; purified T. brucei MetRS, ATP depletion, Kinase-Glo luminescence;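 active = inhibition above a per-plate cutoff of the control wells' mean inhibition plus 3 SD, cut at about 5.5% in these data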;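 also: 0% = DMSO wells median and 100% = median of wells with control inhibitor compound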
#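 Test system – parasite MetRS enzyme · Reagent – substrates ATP, L-methionine and bulk Escherichia coli tRNA · Doses – 11.9 µM compound single dose, 0.9% DMSO · Times – 15 min enzyme-compound preincubation, 2 h reaction, 10 min detection, 25 °C · Signal – Kinase-Glo luminescence, ATP depletion format · Controls – DMSO-only wells as low control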
# Scp-1 inhibitor: blocks human Scp-1 phosphatase activity; Recombinant Scp1, phosphopeptide, malachite green phosphate absorbance; inhibition, % at 20 µM; 0.88% of 340,000 active; AID 493091;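 active = inhibition above about 50% at 20 µM, limit read from the data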;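 also: plate controls were DMSO wells with enzyme for no effect and wells lacking enzyme for full effect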
# Target sequence (Q9GZU7 76-261 limits assumed): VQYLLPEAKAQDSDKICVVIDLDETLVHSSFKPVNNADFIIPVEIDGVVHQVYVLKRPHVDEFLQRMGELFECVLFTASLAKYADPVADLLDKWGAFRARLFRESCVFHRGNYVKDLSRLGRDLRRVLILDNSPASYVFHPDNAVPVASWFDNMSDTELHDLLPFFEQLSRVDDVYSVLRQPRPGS
#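 Incubation: 45 min enzyme reaction at room temperature / System: truncated SCP-1 phosphatase (76-261aa) / Reagent: Phospho 17-mer peptide substrate / Buffer or medium: Acidic Tris acetate buffer with magnesium and detergent / Signal: absorbance at 630 nm / Doses: one concentration, 20 µM, with 1.0% DMSO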
# STEP block: inhibitors of human striatal-enriched phosphatase STEP | P54829 | recombinant STEP, OMFP fluorogenic substrate, fluorescence | inhibition, % at 20 µM | 0.25% of 360,000 active;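 active = inhibition at 20 µM, scaled per plate between control wells, above about 37%, limit read from the data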;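 also: 0% = DMSO with enzyme and substrate and 100% = substrate only without enzyme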
#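 Material: STEP (striatal-enriched tyrosine phosphatase) enzyme, cell-free; Compound dosing: 20 µM single dose in 1% DMSO; Technique: fluorescence read at 480 nm ex / 540 nm em; Times: reaction 20 min, ambient temperature; Medium: 50 mM Bis-Tris pH 6.0 with 2.5 mM DTT and 0.005% Tween 20; Also added: OMFP at 25 µM.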
# DNMT1 block: DNMT1 (human) enzyme inhibition. P26358. DNMT1 molecular beacon, Hinp1I cleavage, fluorescence. inhibition (reported as % activation of signal), % at 10 µM. 0.83% of 360,000 active. AID 588458; in the data active = inhibition above about 50%
# SKN-1 inh: blocks SKN-1 activity in C. elegans; C. elegans VP596 Pgst-4::GFP/RFP ratio, acrylamide-induced, 24 h; inhibition, % at 21.8 µM; 0.49% of 360,000 active; AID 624304;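 active = interference check ratio from 0.5 to 1.5 plus GFP to RFP signal ratio inhibition reaching or exceeding a fixed threshold, cut at about 30% in these data, passing the limit was not always enough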; also: some compounds called inactive have numbers as strong as hits
# Neddylation inh: inhibitors of human cullin neddylation | P61081+Q13564 | TR-FRET cullin neddylation, biochemical | calls only at 25 µM | 0.58% of 360,000 active; in the data active = inhibition above about 36%
# Target sequence (P61081 whole entry, looked up): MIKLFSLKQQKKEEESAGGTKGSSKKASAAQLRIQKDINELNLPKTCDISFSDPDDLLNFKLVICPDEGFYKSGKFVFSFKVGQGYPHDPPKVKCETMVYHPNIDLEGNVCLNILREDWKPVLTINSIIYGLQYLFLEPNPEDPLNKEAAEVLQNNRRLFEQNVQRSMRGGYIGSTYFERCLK
# Target sequence (Q13564 whole entry, looked up): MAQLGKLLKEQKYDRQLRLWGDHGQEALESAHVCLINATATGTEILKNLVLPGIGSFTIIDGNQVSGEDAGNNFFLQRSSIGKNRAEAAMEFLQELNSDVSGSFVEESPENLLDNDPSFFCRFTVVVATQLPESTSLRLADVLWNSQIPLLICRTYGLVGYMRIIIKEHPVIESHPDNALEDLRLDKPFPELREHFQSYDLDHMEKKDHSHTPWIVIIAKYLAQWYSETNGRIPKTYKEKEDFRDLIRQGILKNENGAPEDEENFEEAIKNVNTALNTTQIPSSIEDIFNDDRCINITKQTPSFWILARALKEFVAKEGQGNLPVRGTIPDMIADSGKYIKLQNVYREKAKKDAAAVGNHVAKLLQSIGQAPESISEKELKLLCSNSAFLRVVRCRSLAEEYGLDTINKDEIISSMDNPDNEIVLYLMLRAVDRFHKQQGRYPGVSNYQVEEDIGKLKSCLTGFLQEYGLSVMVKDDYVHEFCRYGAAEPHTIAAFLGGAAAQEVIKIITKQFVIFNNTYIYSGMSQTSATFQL
# NRP1-CendR mod: alters CendR peptide binding to human NRP-1; O14786; FAM-RPARPAR peptide binding to NRP-1, fluorescence polarization; inhibition, % at 25 µM; 0.85% of 360,000 active;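 active = inhibition or corrected inhibition above about 18%, plus a signal ratio from 0.5 to 1.5, limit read from the data, passing the limit was not always enough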; also: strong numbers were not always called active
# Numbers without * were called inactive; i = inactive; · = not tested or not shown.
# Start of the listing, in advance, eleven compounds:
entry	LMPTP block	SUMO1 PPI mod	NadD block	TbMetRS inhib	Scp-1 inhibitor	STEP block	DNMT1 block	SKN-1 inh	Neddylation inh	NRP1-CendR mod	SMILES
1	-0.1	-1	-1	-0.2	-5	-4	1	-2	i	3	N#Cc1ccccc1NC(=O)COC(=O)C1CCN(C(=O)c2ccc(Cl)cc2)CC1
2	0.4	-6	-7	0.1	-3	0	1	19	i	15	CCC(C)NCCOCCOc1ccccc1-c1ccccc1 (stereo unspecified)
3	-0.1	4	-2	-0.5	-5	0	-1	-18	i	3	CCC(Cc1ccccc1)NC(=O)C1CCN(S(=O)(=O)c2ccc3c(c2)CC(C)N3C(C)=O)CC1 (stereo unspecified)
4	0.6	0	-1	-0.1	-6	0	-1	2	i	0	Cc1nnc(-c2cnn(C)c2N)n1Cc1ccccc1F
5	-0.1	1	7	-0.5	-3	1	-3	10	i	-13	CC1(C)CC2CC(C)(CN2C(=S)Nc2ccccc2F)C1 (stereo unspecified)
6	5.4	-29	16	-0.2	4	0	-16	0	i	7	CC(C)Cn1c(N)c(C(=O)COC(=O)c2cc(-c3ccccc3)nc3ccccc23)c(=O)n(C)c1=O
7	0.5	-1	-3	0.3	-8	0	0	1	i	3	Cc1ccccc1C(CC(=O)c1cccs1)C(C#N)C#N (stereo unspecified)
8	-1.1	1	-3	-0.4	-9	0	0	14	i	9	CC(C)[C@H](NC(=O)C1CCC(CNC(=O)[C@@H]2CCCN2C(=O)OC(C)(C)C)CC1)C(=O)O (stereo partly specified)
9	0.5	-2	-7	-0.8	-14	-2	0	12	i	7	CCn1c(SCc2ccccc2)nc2c(c1=O)SCC2
10	3.0	0	6	-0.5	-11	-1	-6	-14	i	13	C[C@@]12CCC=C[C@H]1[C@H](c1ccc3ccccc3c1Br)N(Cc1ccccc1)C2=O
11	6.2	-6	24	-1.5	3	3	54*	38*	i	12	Cc1cc2cc(CNC(=O)Nc3ccccc3)ccc2n1C

# The listing, from the start:
entry	LMPTP block	SUMO1 PPI mod	NadD block	TbMetRS inhib	Scp-1 inhibitor	STEP block	DNMT1 block	SKN-1 inh	Neddylation inh	NRP1-CendR mod	SMILES
1	-0.1	-1	-1	-0.2	-5	-4	1	-2	i	3	N#Cc1ccccc1NC(=O)COC(=O)C1CCN(C(=O)c2ccc(Cl)cc2)CC1
2	0.4	-6	-7	0.1	-3	0	1	19	i	15	CCC(C)NCCOCCOc1ccccc1-c1ccccc1 (stereo unspecified)
3	-0.1	4	-2	-0.5	-5	0	-1	-18	i	3	CCC(Cc1ccccc1)NC(=O)C1CCN(S(=O)(=O)c2ccc3c(c2)CC(C)N3C(C)=O)CC1 (stereo unspecified)
4	0.6	0	-1	-0.1	-6	0	-1	2	i	0	Cc1nnc(-c2cnn(C)c2N)n1Cc1ccccc1F
5	-0.1	1	7	-0.5	-3	1	-3	10	i	-13	CC1(C)CC2CC(C)(CN2C(=S)Nc2ccccc2F)C1 (stereo unspecified)
6	5.4	-29	16	-0.2	4	0	-16	0	i	7	CC(C)Cn1c(N)c(C(=O)COC(=O)c2cc(-c3ccccc3)nc3ccccc23)c(=O)n(C)c1=O
7	0.5	-1	-3	0.3	-8	0	0	1	i	3	Cc1ccccc1C(CC(=O)c1cccs1)C(C#N)C#N (stereo unspecified)
8	-1.1	1	-3	-0.4	-9	0	0	14	i	9	CC(C)[C@H](NC(=O)C1CCC(CNC(=O)[C@@H]2CCCN2C(=O)OC(C)(C)C)CC1)C(=O)O (stereo partly specified)

# The list continues:
entry	LMPTP block	SUMO1 PPI mod	NadD block	TbMetRS inhib	Scp-1 inhibitor	STEP block	DNMT1 block	SKN-1 inh	Neddylation inh	NRP1-CendR mod	SMILES
9	0.5	-2	-7	-0.8	-14	-2	0	12	i	7	CCn1c(SCc2ccccc2)nc2c(c1=O)SCC2
10	3.0	0	6	-0.5	-11	-1	-6	-14	i	13	C[C@@]12CCC=C[C@H]1[C@H](c1ccc3ccccc3c1Br)N(Cc1ccccc1)C2=O
11	6.2	-6	24	-1.5	3	3	54*	38*	i	12	Cc1cc2cc(CNC(=O)Nc3ccccc3)ccc2n1C
12	-1.3	6	4	0.2	·	-3	0	-1	i	-3	COc1cc2c(cc1OC)C(c1cc3cccc(C)c3[nH]c1=O)N(C(=O)c1ccco1)CC2 (stereo unspecified)
13	0.8	-9	2	-0.9	-17	0	-1	28	i	5	COc1ccc(-c2csc(-c3cccnc3)n2)cc1C
14	-1.1	3	6	-0.1	-2	0	-5	13	i	-5	Cc1ccc(OCCSc2nc3ccccc3n2CC(=O)O)c(C(C)C)c1
15	0.5	1	-1	-0.1	-6	1	3	3	i	1	O=C(NCC1CCCO1)c1cc(S(=O)(=O)Nc2ccc(Br)cc2)ccc1Cl (stereo unspecified)
16	1.2	2	-4	-0.3	-6	-4	0	0	i	-4	C/C(N)=C(/C#N)C(=O)CSc1nc2ccccc2c(=O)n1CCCOC(C)C

# (listing goes on)
entry	LMPTP block	SUMO1 PPI mod	NadD block	TbMetRS inhib	Scp-1 inhibitor	STEP block	DNMT1 block	SKN-1 inh	Neddylation inh	NRP1-CendR mod	SMILES
17	1.9	-2	2	-1.0	1	0	-7	-3	i	22	C=CCN1C(=O)/C(=C\c2ccc(Oc3nc(N4CCOCC4)nc(N4CCOCC4)n3)c(OC)c2)SC1=S
18	1.4	-1	-5	-0.4	4	1	2	5	i	-18	COc1ccc(NC(=O)CSc2n[nH]c(=O)n2C2CC2)cc1Cl
19	-1.0	4	0	-0.2	-10	2	1	-6	i	-4	CC(OC(=O)CSc1ccc(F)cc1)C(=O)NC1(C#N)CCCCC1 (stereo unspecified)
20	6.7	-1	18	-0.5	1	1	-18	18	i	4	O=C(OCC(=O)N1CCc2ccccc21)c1c2c(nc3ccccc13)CCCC2
21	1.9	0	-5	0.3	-11	0	-16	-25	i	0	O=C(Nc1ccc(Nc2ccccc2)cc1)c1ccc(Br)o1
22	0.0	-2	5	-0.3	-16	2	-5	9	i	-8	COc1ccc(/C=N/NC(=O)CN2CCCc3ccccc32)c(OC)c1
23	-3.1	11	9	-0.7	-6	-4	10	2	i	-6	CCOc1cccc(C(=O)Nc2nnc(-c3cccs3)s2)c1
24	1.4	11	10	-0.8	-3	0	0	5	i	3	Cc1ccc(SCc2cc(=O)[nH]c(SCC(=O)Nc3cc(Cl)ccc3Cl)n2)cc1

# (cont.)
entry	LMPTP block	SUMO1 PPI mod	NadD block	TbMetRS inhib	Scp-1 inhibitor	STEP block	DNMT1 block	SKN-1 inh	Neddylation inh	NRP1-CendR mod	SMILES
25	2.3	0	-3	0.2	-2	0	0	11	i	18	O=C(c1cc(-c2ccccc2)nc2ccccc12)N1CCc2ccccc2C1
26	2.5	0	9	0.6	-14	3	-3	7	i	-1	COc1ccc(C2Nc3ccccc3C(=O)N2Cc2ccco2)cc1COc1ccc([N+](=O)[O-])cc1 (stereo unspecified)
27	-0.4	4	-5	-0.6	-9	-1	-1	18	i	2	C=CCN1C(=O)c2ccccc2C1(O)Cc1ccccc1 (stereo unspecified)
28	-0.3	0	1	-0.3	-1	3	4	10	i	-13	Cc1cccc(NC(=O)c2ccc(NC(=O)CC3SC(N4CCCC4)=NC3=O)cc2)n1 (stereo unspecified)
29	-1.4	0	-3	-0.9	-17	-1	-6	21	i	4	Cc1c(C(=O)OCCOc2ccccc2)[nH]c2c1C(=O)CCC2
30	-1.0	2	-2	0.4	-3	0	3	2	i	-4	COc1cc(Cl)cc(C2NC(=O)NC(C)=C2C(=O)NCc2ccccc2)c1O (stereo unspecified)
31	-1.5	1	-8	-0.2	-8	0	0	6	i	12	Cc1cc(C)c(NC(=S)NCCO)c(C)c1
32	-1.5	-22	2	-0.1	1	-3	15	-4	i	7	Cc1c(CN(C)C(=O)/C=C/c2ccc([N+](=O)[O-])cc2)cnn1C

# The list goes on.
entry	LMPTP block	SUMO1 PPI mod	NadD block	TbMetRS inhib	Scp-1 inhibitor	STEP block	DNMT1 block	SKN-1 inh	Neddylation inh	NRP1-CendR mod	SMILES
33	0.4	-3	12	-1.1	-3	-2	-2	-8	i	-3	O=C(CSc1nc(N2CCCCC2)nc(N2CCCCC2)n1)Nc1nccs1
34	1.7	-15	1	-0.3	-4	0	-5	-1	i	2	Cc1c[n+](C)ccc1CC1C([N+](=O)[O-])=C[N-]c2ncnn21 (stereo unspecified)
35	-3.1	0	-7	-1.0	-2	3	-1	-14	i	4	COc1cc2oc3ccccc3c2cc1N(CC(=O)N(C)C)S(=O)(=O)c1ccc(C)cc1
36	-0.7	-6	1	-0.6	-8	0	3	-2	i	35*	O=C(OCn1nnc2ccccc2c1=O)c1ccc(Br)o1
37	-1.1	2	-5	-0.8	-11	0	-2	9	i	-8	COc1ccc(-c2nnc(SCc3c(C)noc3C)o2)cc1
38	-2.4	1	5	0.2	-2	0	-1	25	i	8	COc1ccc(CN2CCNC(=O)C2CC(=O)NCc2cc(C)n(C)n2)c(F)c1 (stereo unspecified)
39	-1.3	-6	6	-0.6	-1	-1	1	9	i	0	C#CC1(NC(=O)NC(C)C)CCCCC1
40	-1.6	9	3	-0.1	0	2	-3	18	i	-10	CC(=O)Nc1ccc(S(=O)(=O)N(C)CC(=O)NNC(=O)Cc2nc3ccccc3n2C)cc1

# Following part.
entry	LMPTP block	SUMO1 PPI mod	NadD block	TbMetRS inhib	Scp-1 inhibitor	STEP block	DNMT1 block	SKN-1 inh	Neddylation inh	NRP1-CendR mod	SMILES
41	-1.2	0	4	-1.0	-5	-3	-1	-9	i	-3	O=C(CN(C1CCCCC1)S(=O)(=O)c1ccc(Cl)cc1)N1CCOCC1
42	1.5	1	-12	-0.2	-5	0	-2	-15	·	-24	Cc1ccc(-c2nc3cc(NC(=O)C(C)C)ccc3o2)cc1C
43	-3.1	-2	-1	-1.3	4	1	-2	-24	i	5	CCc1ccc(NC(=S)Nc2cccc(OC)c2)cc1
44	-0.5	3	5	-0.9	-5	-3	2	-15	i	-2	Cc1cccc2cc(CN(Cc3ccco3)C(=O)NC3CCCCC3)c(=O)[nH]c12
45	0.0	2	-3	0.1	-4	0	1	-2	i	2	CCOC(=O)C1CCCN(S(=O)(=O)c2cc(Br)cc3c2N(C(=O)CC)CC3)C1 (stereo unspecified)
46	-1.8	1	0	-0.8	-2	7	0	1	i	-2	COCCCNC(=O)CCSc1ccc(C)cc1
47	3.0	1	3	-0.2	-4	4	22	-3	·	9	Cc1ccn2c(Nc3ccc4c(c3)OCO4)c(-c3ccc(O)cc3)nc2c1
